CHRM5 agonist – agonists of human muscarinic M5 receptor (CHRM5). P08912. CHO-K1 hM5 cells, Fluo-8 calcium fluorescence; 0% DMSO wells, 100% maximal acetylcholine response. activation, % at 3 µM. 360,000 compounds, 0.19% hits. AID 624037;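 active = activation above the run's mean over test compounds plus 3 SD, cut at about 23% in these data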;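 also: signal is peak over basal fluorescence ratio across the kinetic read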
Target sequence (P08912 whole entry, looked up): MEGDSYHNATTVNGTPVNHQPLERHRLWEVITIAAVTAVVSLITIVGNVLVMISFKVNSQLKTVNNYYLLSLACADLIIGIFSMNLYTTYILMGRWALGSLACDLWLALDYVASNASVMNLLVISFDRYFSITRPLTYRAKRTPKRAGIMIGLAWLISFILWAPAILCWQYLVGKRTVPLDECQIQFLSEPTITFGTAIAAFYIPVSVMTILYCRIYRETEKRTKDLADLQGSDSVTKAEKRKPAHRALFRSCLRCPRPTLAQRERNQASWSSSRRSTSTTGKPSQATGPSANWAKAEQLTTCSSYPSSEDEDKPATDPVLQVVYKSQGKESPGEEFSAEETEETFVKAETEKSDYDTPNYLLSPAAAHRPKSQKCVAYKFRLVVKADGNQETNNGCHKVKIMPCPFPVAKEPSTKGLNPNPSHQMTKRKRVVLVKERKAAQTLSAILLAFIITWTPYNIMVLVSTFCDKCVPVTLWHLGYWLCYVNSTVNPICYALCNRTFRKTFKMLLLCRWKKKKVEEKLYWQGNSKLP
CHRM4 agonist – agonists of human muscarinic M4 receptor (CHRM4); P08173; CHO-K1 hM4/Gqi5, Fluo-8 calcium fluorescence; vehicle 0%, full acetylcholine response 100%; activation, % at 3 µM; 360,000 compounds, 0.14% hits; AID 624127;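 active = activation above the run mean over all test wells plus 3 SD, cut at about 32% in these data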;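 also: peak over basal fluorescence ratio per well then scaled between controls; 0% = DMSO wells and 100% = acetylcholine at EC100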
Target sequence (P08173 whole entry, looked up): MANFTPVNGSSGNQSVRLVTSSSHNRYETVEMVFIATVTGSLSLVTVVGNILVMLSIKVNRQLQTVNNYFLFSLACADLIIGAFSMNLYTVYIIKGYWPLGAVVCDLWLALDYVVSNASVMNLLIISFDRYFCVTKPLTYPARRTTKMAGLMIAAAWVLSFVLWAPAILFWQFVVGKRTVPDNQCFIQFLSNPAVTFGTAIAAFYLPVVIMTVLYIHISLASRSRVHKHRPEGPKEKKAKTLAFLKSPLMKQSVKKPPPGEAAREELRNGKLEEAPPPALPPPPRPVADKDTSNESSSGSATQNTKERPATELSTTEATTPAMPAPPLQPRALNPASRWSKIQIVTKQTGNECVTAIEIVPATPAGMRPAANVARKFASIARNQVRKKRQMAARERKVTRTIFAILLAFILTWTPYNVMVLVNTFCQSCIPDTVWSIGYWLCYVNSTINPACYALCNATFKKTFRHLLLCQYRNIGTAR
CHRM5 PAM – positive allosteric modulators of human muscarinic M5 receptor; AID 624038; activation, % at 3 µM; 360,000 compounds, 0.3% hits; P08912; CHO-K1 hM5, Fluo-8 calcium, ACh EC20 PAM; 0% = ACh EC20, 100% = ACh EC100;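 active = activation above the run cutoff, the mean activation of all test compounds plus 3 SD, cut at about 18% in these data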
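Assay system – human M5 receptor in CHO-K1 cells · Read-out – % activation, ACh-normalized · Technique – Fluo-8 calcium fluorescence · Dosing – single-point, 3 µM nominal · Incubation – Fluo-8 loading 80 min at 37 °C plus 30 min room temperature · Repeats – singlicate, one well per test compound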
CHRM4 antagonist – antagonists of human muscarinic M4 receptor (CHRM4); P08173; CHO-hM4 cells, ACh EC80, Fluo-8 calcium fluorescence; inhibition, % at 3 µM; 360,000 compounds, 0.73% hits; AID 624125;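 active = inhibition above its plate's cutoff, the mean inhibition of sample wells plus 3 SD, cut at about 27% in these data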;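 also: 0% = acetylcholine EC80 with DMSO and 100% = DMSO without agonist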
CRFR2-BP antag – blocks CRF-induced signaling of the CRF-BP/CRF-R2 complex; 350,000 compounds, 0.59% hits; inhibition, % at 11.8 µM; HEK293 CRF-R2/CRF-BP, CRF-induced calcium fluorescence;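 active = inhibition of the ligand-induced calcium signal above about 50% at the single tested concentration, limit read from the data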
IDE cell inh – cellular human IDE inhibition; P14735; HEK cells, FAbetaB cleavage, fluorescence polarization; inhibition, % at 5.59 µM; 320,000 compounds, 0.41% hits; AID 434962;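 active = percent inhibition above the average of all tested compounds plus 3 SD, set per screening campaign, cut at about 16% in these data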;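 also: IDE supplied by intact live HEK cells; FP after avidin binding of uncleaved biotin substrate so inhibition keeps polarization high; 0% = DMSO wells and 100% = 60 µM reference IDE inhibitor Ii1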
CHRM4 PAM – positive allosteric modulators of human muscarinic M4 receptor; P08173; CHO-K1 hM4/Gqi5, Fluo-8 calcium fluorescence, ACh EC20; 0% = ACh EC20, 100% = maximal ACh; activation, % at 3 µM; 360,000 compounds, 0.4% hits; AID 624126;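 active = activation above its plate's cutoff, the mean activation of sample wells plus 3 SD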; also: some results filed as inactive read as strong as hits
M5 antag – CHRM5 antagonism in calcium assay. P08912. CHO-hM5 cells, Fluo-8 calcium fluorescence, ACh EC80. inhibition, % at 3 µM. 360,000 compounds, 0.59% hits. AID 624040;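 active = inhibition above a per-plate cutoff, the mean of that plate's test compounds plus 3 SD, cut at about 27% in these data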;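 also: 0% = acetylcholine EC80 with DMSO and 100% = DMSO without agonist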
CRFBP-R2 agonist – CRF-BP/CRF-R2 complex agonism; HEK293 CRF-R2/CRF-BP, calcium dye fluorescence (FLIPR); percent of saturating CRF peptide response; 350,000 compounds, 0.46% hits; activation, % at 13.2 µM;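 active = activation of at least 50%, plus an integration ratio under a set limit after plate pattern correction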;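 also: plate controls were neutral control wells without compound for no effect and CRF at EC100 for full effect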
The depositor's hits bear a star; · = no result given.

SMILES	CHRM5 agonist	CHRM4 agonist	CHRM5 PAM	CHRM4 antagonist	CRFR2-BP antag	IDE cell inh	CHRM4 PAM	M5 antag	CRFBP-R2 agonist
CCc1ccc(OCC(=O)Nc2ncn[nH]2)cc1	1	2	3	8	-12	2	-3	11	-1.9
COc1ccc([N+](=O)[O-])cc1NC(=O)CSc1nncn1-c1ccccc1	-1	1	-6	15	-6	5	-6	6	-1.4
Cc1sc2c(c1C)c(=O)n(-c1ccccc1)c1nnc(C)n21	0	1	1	-1	-3	1	11	5	-1.3
Cc1cc(/N=C/C=C2\N(C)c3ccccc3C2(C)C)n(CCC#N)n1	3	1	-1	-6	14	3	3	2	0.3
Cc1cc(C(=O)CSc2n[nH]c(N)n2)c(C)n1-c1cc(F)ccc1F	-3	4	-6	1	-7	5	2	2	0.5
COC(=O)CCC(=O)N1CCC(CCC(=O)NCc2ccc(F)cc2)CC1	1	1	-5	-11	9	·	1	6	-0.4
COCCN(C(=O)COC(=O)CCC1CCCC1)c1c(N)n(Cc2ccccc2)c(=O)[nH]c1=O	3	1	8	-8	0	5	9	0	0.0
Nc1nc(CN2CCCCC2)cs1	-4	1	7	-8	-4	0	-4	-6	0.6
CC(=O)c1c(N2CCN(c3ccccc3)CC2)nc(=S)n(-c2ccccc2)c1C	-7	1	4	1	16	6	-9	-4	26
Cc1cc(Cl)ccc1NC(=S)NCCCN1CCCC1=O	-4	1	-6	-2	2	-3	6	8	0.1
COC(=O)c1cn(C(=O)c2cc(OC)c(OC)c(OC)c2)c2ccccc12	0	1	3	14	-2	7	-3	-12	0.3
Fc1ccc(Nc2nnc(C(F)(F)F)s2)cc1Cl	-3	11	-22	12	14	9	-8	32*	20
COc1ccc(S(=O)(=O)N2CCC(C(=O)N[C@@H](C)C(=O)N3CCCC3)CC2)cc1	-1	1	-4	-8	8	·	1	5	-1.0
Cc1cc(=O)n(C)c(=O)n1CCCNc1ccccc1	0	2	-4	6	26	-5	-2	3	-0.1
CCOC(=O)N1CCN(C2=C(NS(=O)(=O)c3ccccc3)C(=O)c3ccccc3C2=O)CC1	-2	3	-3	3	10	-2	-6	1	1.3
COc1ccc(-c2cn(-c3ccc(OC)cc3)c3[n+]2-c2ccccc2CC3)cc1	-8	1	-3	8	18	2	-6	2	-4.5
Cc1cccc(OCC(=O)Nc2cccc(-c3nnc(-c4ccccc4)o3)c2)c1C	2	11	1	-16	4	0	-2	-1	-0.3
O=C(COc1ccc(Cl)cc1)NCc1n[nH]c(=O)c2ccccc12	-2	2	-1	3	11	-15	0	4	-1.1
O=C(COc1ccccc1-c1ccccc1)N/N=C/c1cccc2ccccc12	-4	1	-6	-2	-33	5	5	7	8.2
CCOC(=O)C(=CNCC(=O)OC)C(=O)OCC	-2	-1	0	3	5	11	3	14	-1.7
O=C(CCNS(=O)(=O)c1cccs1)N1CCN(c2cccc(C(F)(F)F)c2)CC1	7	7	-11	5	-17	-5	-5	0	0.2
CCN1CCc2c(sc(N)c2C#N)C1	-2	0	-2	11	10	1	-3	6	5.0
CCc1ccc(C(=O)N2CCN(c3ccc(NC(=O)c4ccco4)cc3)CC2)cc1	-4	1	-3	-9	5	2	8	14	-0.9
C=C1CCN(C(CC(C)C)C(=O)OC)S(=O)(=O)c2ccccc21 (stereo not given)	-2	4	-4	-2	0	1	12	6	-2.2
CC(C)(C)C(=O)Nc1ccccc1C(=O)NCc1ccco1	0	0	-3	13	-1	5	-4	3	-0.2
Going on with the list.
SMILES	CHRM5 agonist	CHRM4 agonist	CHRM5 PAM	CHRM4 antagonist	CRFR2-BP antag	IDE cell inh	CHRM4 PAM	M5 antag	CRFBP-R2 agonist
COc1ccc(-c2cc(C(=O)N(C)CC(=O)Nc3ccccc3C(F)(F)F)c3ccccc3n2)cc1OC	1	28	-40	2	-9	·	-6	11	-4.2
O=C(NC12CC3CC(CC(C3)C1)C2)C1=COCCO1	-2	0	5	1	24	4	6	0	38
COc1ccc(C2(CNC(=O)C(c3ccccc3)c3ccccc3)CCOCC2)cc1OC	-1	1	-6	-7	15	1	9	4	-1.0
COC(=O)c1c(-c2ccc3ccccc3c2)csc1NC(=O)Cc1ccc(OC)c(OC)c1	-4	3	-10	8	6	-2	-8	10	1.3
CCCn1c(SCC(=O)Nc2c(C)cccc2C)nnc1C(C)C	-7	1	-5	-7	-15	0	-3	-4	0.6
CCOc1ccc(N2C(=O)C3ON(c4ccccc4)C(c4cccs4)C3C2=O)cc1 (stereo not given)	-2	2	-4	-15	-41	-2	4	-6	12
CCc1nnc(NC(=O)CSc2nnc(-c3ccoc3C)n2-c2cccc(C)c2)s1	1	-1	10	1	2	2	4	-7	-1.6
Cc1cc(C)nc(SCC(=O)N2CCc3ccccc32)n1	-1	2	3	-17	-1	4	11	-3	-0.7
CCOC(=O)[C@@H]1[C@H]2COc3cc(OC)ccc3[C@H]2N2C(=O)N(c3ccc(C)cc3)C(=O)[C@]12C	-2	1	8	2	5	-1	1	2	0.0
CC(=O)c1c(C(C)=O)c(C)n(C2CCCCC2)c1C	1	2	11	-6	18	3	14	-5	-0.2
CC(C(=O)Nc1ccc(O)c(C(=O)O)c1)N1C(=O)/C(=C/c2cccs2)SC1=S (stereo not given)	-2	0	-6	2	-1	-3	0	-2	0.2
C[C@@H]1COc2cccc(N3CCSCC3)c2S(=O)(=O)N1	2	1	-1	1	·	·	13	1	·
CSCc1ccc(C(=O)NCc2ccccc2)cc1	-2	-1	4	11	0	-7	0	1	-0.6
Cc1cccc(OCC(=O)NCC(=O)N/N=C/c2cccs2)c1	2	5	-1	-8	-4	-1	-1	1	0.1
CC(=O)c1c(C)[nH]c(C(=O)OCC(=O)c2c[nH]c3ccccc23)c1C	4	18	-19	-1	-13	4	-2	18	0.1
CCC(C)c1ccc(NC(=O)C2CCN(c3ccc(C(F)(F)F)cn3)CC2)cc1 (stereo not given)	-3	0	-3	7	-18	9	-4	3	1.1
CCOc1ccc(N2C(=O)Nc3ccccc3C2(O)C(=O)NCc2ccc3c(c2)OCO3)cc1 (stereo not given)	-1	0	2	1	0	-2	9	-1	-1.0
Nc1c(-c2ccccc2)c(CSc2nc3ccccc3[nH]2)nn1-c1cccc(C(=O)O)c1	-2	0	-4	5	6	1	-4	-2	-0.5
COc1cc(C(=O)NCCC(=O)NC2CCCCCCC2)cc(OC)c1OC	-3	1	-4	-3	6	8	11	8	-4.3
CCc1sc(C(=O)Nc2ccc(F)cc2C)cc1C	-4	0	-1	2	30	0	7	1	-0.6
Cc1cccc(N(C)C(=O)COc2cc(=O)n(C)c3ccccc23)c1	1	0	2	-5	-2	2	2	-5	-2.0
Cc1ccc(Nc2c([N+](=O)[O-])c(=O)oc3ccccc23)cc1C	-3	5	-5	2	8	0	-3	2	-1.7
CCN(CC)C(=O)Oc1ccc2ccccc2c1Cl	-4	-1	3	7	1	5	11	-5	1.9
O=C(Nc1ncc2c(n1)-c1ccccc1CC2)c1ccccc1	2	0	3	-3	-13	-1	0	2	-2.7
N#Cc1c(NC(=S)NC(=O)Cc2cccs2)sc2c1CCCCC2	-1	0	0	8	20	13	-11	-3	-0.9
Carrying on.
SMILES	CHRM5 agonist	CHRM4 agonist	CHRM5 PAM	CHRM4 antagonist	CRFR2-BP antag	IDE cell inh	CHRM4 PAM	M5 antag	CRFBP-R2 agonist
COc1ccccc1NC(=O)N1CCC(NC(=O)C2CCCCC2)CC1	-2	1	-1	-8	1	5	6	-1	-0.4
COc1ccc(CCNC(=O)CSc2nc3[nH]ncc3c(=O)n2-c2ccccc2Br)cc1OC	-2	1	-2	2	4	2	7	10	0.5
CCNC(=S)N(CCN(C)C)Cc1cc2cc3c(cc2[nH]c1=O)OCO3	4	0	14	-6	-11	-2	4	-8	-0.5
CCc1ccc(C(O)(CC)C(CN2CCOCC2)c2ccccc2)cc1 (stereo not given)	-10	-2	5	-4	-11	·	4	5	0.3
COc1cccc(COc2ncnc3sccc23)c1	4	22	-15	4	22	-2	-13	18	-0.3
O=C1NCCN(Cc2cccc(Oc3ccccc3)c2)C1CC(=O)N1CCCCC1 (stereo not given)	0	2	0	-3	14	-4	-1	8	-0.1
COc1ccc(Br)c(C(=O)NCCC(C)C)c1	-2	0	1	-5	30	4	4	1	-3.5

Records above printed as active in M5 antag.
SMILES	CHRM5 agonist	CHRM4 agonist	CHRM4 antagonist	CRFR2-BP antag	IDE cell inh	CHRM4 PAM	M5 antag	CRFBP-R2 agonist
Fc1ccc(Nc2nnc(C(F)(F)F)s2)cc1Cl	-3	11	12	14	9	-8	32*	20

Arranged by SMILES length (largest number first): part of the list above
SMILES	CHRM5 agonist	CHRM4 agonist	CHRM5 PAM	CHRM4 antagonist	CRFR2-BP antag	IDE cell inh	CHRM4 PAM	M5 antag	CRFBP-R2 agonist
CCOc1ccc(N2C(=O)Nc3ccccc3C2(O)C(=O)NCc2ccc3c(c2)OCO3)cc1 (stereo not given)	-1	0	2	1	0	-2	9	-1	-1.0
COc1ccc(CCNC(=O)CSc2nc3[nH]ncc3c(=O)n2-c2ccccc2Br)cc1OC	-2	1	-2	2	4	2	7	10	0.5
O=C1NCCN(Cc2cccc(Oc3ccccc3)c2)C1CC(=O)N1CCCCC1 (stereo not given)	0	2	0	-3	14	-4	-1	8	-0.1
Cc1ccc(Nc2c([N+](=O)[O-])c(=O)oc3ccccc23)cc1C	-3	5	-5	2	8	0	-3	2	-1.7
Cc1cccc(N(C)C(=O)COc2cc(=O)n(C)c3ccccc23)c1	1	0	2	-5	-2	2	2	-5	-2.0
COc1cc(C(=O)NCCC(=O)NC2CCCCCCC2)cc(OC)c1OC	-3	1	-4	-3	6	8	11	8	-4.3
COc1ccccc1NC(=O)N1CCC(NC(=O)C2CCCCC2)CC1	-2	1	-1	-8	1	5	6	-1	-0.4
N#Cc1c(NC(=S)NC(=O)Cc2cccs2)sc2c1CCCCC2	-1	0	0	8	20	13	-11	-3	-0.9
O=C(Nc1ncc2c(n1)-c1ccccc1CC2)c1ccccc1	2	0	3	-3	-13	-1	0	2	-2.7
CCc1sc(C(=O)Nc2ccc(F)cc2C)cc1C	-4	0	-1	2	30	0	7	1	-0.6
CCN(CC)C(=O)Oc1ccc2ccccc2c1Cl	-4	-1	3	7	1	5	11	-5	1.9
COc1cccc(COc2ncnc3sccc23)c1	4	22	-15	4	22	-2	-13	18	-0.3

Three entries from above, ordered by count of non-hydrogen atoms, low to high.
SMILES	CHRM5 agonist	CHRM4 agonist	CHRM5 PAM	CHRM4 antagonist	CRFR2-BP antag	IDE cell inh	CHRM4 PAM	M5 antag	CRFBP-R2 agonist
COc1ccc(Br)c(C(=O)NCCC(C)C)c1	-2	0	1	-5	30	4	4	1	-3.5
COc1ccccc1NC(=O)N1CCC(NC(=O)C2CCCCC2)CC1	-2	1	-1	-8	1	5	6	-1	-0.4
O=C1NCCN(Cc2cccc(Oc3ccccc3)c2)C1CC(=O)N1CCCCC1 (stereo not given)	0	2	0	-3	14	-4	-1	8	-0.1
